Screening data: PubChem BioAssay, Sanford-Burnham Center for Chemical Genomics
Rat MKP-3 inhibitors: MKP-3 phosphatase inhibitors, primary screen, biochemical, rat enzyme, in vitro (AID 425); Dual specificity protein phosphatase 6 (Rattus norvegicus); recombinant MKP-3 phosphatase activity, fluorescence; higher % means a stronger effect; actives 0.17% (n = 110,000); one-dose inhibition, % at 20 µM; IC50 in µM for titrated hits; in the data active = inhibition above about 50%;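 note: plate controls were vehicle for no effect and reference inhibitor for full effect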
Hsp70 inhibitors: Hsp70 inhibitors, probe displacement, primary screen, biochemical, fluorescence polarization (AID 583); Heat shock 70 kDa protein 1A (Homo sapiens); Hsp70 fluorescence polarization probe displacement, mP; higher % means a stronger effect; displacement, % at 20 µM; hits with a dose series show IC50 in µM; actives 0.06% (n = 140,000); in the data active = displacement above about 50%;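 note: plate controls were vehicle for no effect and reference ligand for full effect; a part of the inactive calls stands beside numbers as strong as those of hits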
* hit, by the source's call; nt = not tested or not shown; & = joins results of further samples.

| molecule | Rat MKP-3 inhibitors | Hsp70 inhibitors |
| --- | --- | --- |
| CC(C)=CCC(C)(C)C1OCCN1C(=O)c1ccccc1 (stereo not drawn) | -3% | 2.1% |
| C=CCN1C(=O)C(Cc2ccccc2)S/C1=N/N=C/c1cccs1 (stereo not drawn) | nt | 1.6% |
| CCOc1ccc(Cl)cc1S(=O)(=O)n1cnc2cc(C)c(C)cc21 | nt | -1.4% |
| Cc1c(C(=O)O)nn(-c2ccccc2)c(=O)c1C#N | -10% | 0.7% |
| O=c1[nH]c(O)c(C=Nc2ccccc2C(F)(F)F)c(=O)[nH]1 | 1% | 2.1% |
| CCN(CC)CCNc1nc(-c2ccccc2)c2c(c1C#N)CC(C)(C)OC2 | nt | 5.3% |
| CCOCc1cnc(C)nc1NC(C)=O | 1% | 1.6% |
| O=C(CSc1nc2ccccc2c(=O)n1-c1ccccc1)N1CCN(CCO)CC1 | 3% | -2.3% |
| OC12CCCCC1C(c1ccc3c(c1)OCO3)N(Cc1ccccc1F)CC2 (stereo not drawn) | -2% | 1.3% |
| CC(C)Cn1c2nc3ccccc3nc2c2c(=O)n(CCN3CCOCC3)cnc21 | -5% | -1.7% |
| N#Cc1c(SCc2ccccc2)nc(N2CCOCC2)c2c1CCCC2 | -14% | 1.6% |
| c1ccc(OCCSc2nc3ccccc3o2)cc1 | -6%&0% | 1.8%&-1.5% |
| c1ccc(-c2nc3ccccc3nc2-c2cccs2)cc1 | -5% | -2.3% |
| O=C(Nc1ccccc1Cl)c1ccccc1C(F)(F)F | 0% | 2.6% |
| CCCC(=O)Nc1ccc(NC(=S)NC(=O)c2ccco2)cc1 | 1% | -0.5% |
| Cc1cc(N2CCN(c3ccccc3)CC2)nc(-c2ccccc2O)n1 | 1% | -2.9%&3.7% |
| CCn1c(=NC(=O)CSC(C)=O)sc2cc(OC)ccc21 | 4% | -3.2% |
| CSc1nc2oc3c(c2c2nncn12)CC(C)(C)SC3 | -17% | 4.8% |
| CCOC(=O)N1CC=C2C(C#N)=C(N)C(C#N)(C#N)[C@H](c3ccc(OC(C)C)c(OCC)c3)[C@H]2C1 | -9% | -5.6% |
| COc1ccc(C2=NOC(CN3C(=O)c4ccccc4S3(=O)=O)C2)cc1 (stereo not drawn) | -17% | 3.2% |
| CC1(c2ccncc2)Nc2ccccc2-c2nc3ccccc3n21 (stereo not drawn) | -3% | -0.4% |
| CCOC(=O)C1CCN(C(=O)c2c(-c3c(F)cccc3Cl)noc2C)CC1 | 0% | -1.4% |
| Cc1ccc(-c2nn(CC(=O)NCC3CCCO3)c(=O)c3ccccc23)cc1 (stereo not drawn) | -2% | 0.2% |
| O=C(COc1ccc(Cl)cc1)N1CCN(C(=O)c2ccc(F)cc2)CC1 | 2% | 6.8% |
| O=C(Nc1ccc(Cl)cc1)c1ccc(OC2CSC2)cc1 | 3% | 2.6% |
| O=S(=O)(c1ccc(F)cc1)n1cccc1 | 0% | -4.0% |
| S=C(NCC12CCC3CC(CC(C3)C1)C2)Nc1ccccc1 | 0% | 0.7% |
| COCCCn1c(SCc2nnc(-c3ccc(OC)c(OC)c3)o2)nc2ccccc2c1=O | nt | 3.1% |
| O=C1CSC(=S)N1/N=C/c1ccc(Cl)cc1Cl | 3% | -2.6% |
| CCOc1ccc(C(=O)COC(=O)c2ccccc2I)cc1 | 4% | -1.7% |
| Oc1ccc2ccccc2c1CN(Cc1ccccc1)Cc1ccccc1 | 0% | -1.1% |
| O=c1[nH]c2ccc(Br)cc2c(-c2ccccc2)c1CN1CCOCC1 | 9% | -0.7% |
| CCOC(=O)c1c(NC(=O)CN2CCN(c3ccccn3)CC2)sc2c1CCCC2 | -13% | -2.6% |
| CCOC(=O)C(=CNc1cc(C)nn1-c1ccc(Cl)cc1)C(=O)OCC | nt | 0.5% |
| COc1c2occc2cc2ccc(=O)oc12 | -9% | -6.2% |
| CC(=C\C(=O)O)/C(=C\CC(C)CCCC(C)C)C(=O)O (stereo not drawn) | -3% | 0.1% |
| COc1ccccc1N1CCN(/N=C/c2ccc(Cl)c([N+](=O)[O-])c2)CC1 | 7% | -1.6% |
| COc1cc(C(=O)Nc2cccc(S(N)(=O)=O)c2)cc(OC)c1OC | 2% | -3.3% |
| COc1ccc(Cl)cc1NC(=O)CN(c1cccc([N+](=O)[O-])c1)S(=O)(=O)c1ccccc1 | 0% | -2.4% |
| CCN(CC)S(=O)(=O)c1ccc(-c2nnc(SCc3nnc(-c4ccccc4)o3)o2)cc1 | -8% | 4.1% |
| CCc1ccc2oc(-c3cccc(NC(=O)c4ccco4)c3)nc2c1 | 5% | -1.9% |
| CC(C)CC(c1nnnn1Cc1ccccc1)N1CCN(C(=O)c2ccco2)CC1 (stereo not drawn) | -1% | 6.5% |
| O=c1cc(-c2ccccc2)[nH][nH]1 | nt | 0.5% |
| Cc1cc(N2C(=O)C3C4C=CC(C4)C3C2=O)no1 (stereo not drawn) | -14% | -0.3% |
| C(=Nc1ccc2c(c1)ncn2-c1ccccc1)c1c[nH]c2ccccc12 | 0% | 4.3% |
| Cn1c(=O)c2c(nc(Br)n2Cc2c(F)cccc2Cl)n(C)c1=O | 3% | 4.3% |
| NC(=O)C1CCN(Cc2nnnn2Cc2ccco2)CC1 | -6% | -0.2% |
| N#CC(=C1SC=CS1)c1nc(-c2ccccc2)cs1 | 2% | 1.7% |
| CCOc1ccccc1C1CC(=O)NC(SCC)=C1C#N (stereo not drawn) | -7% | 3.4% |
| CCOc1ccc(NC(=O)C2CC(=O)N(C(C)C)C2)cc1 (stereo not drawn) | -1% | 2.4% |
| CCOC(=O)/C(=C\Nc1ccc(F)c(F)c1F)[N+](=O)[O-] | 4% | 0.9% |
| O=C1CC(C(=O)Nc2ccccc2)C2(CCCC2)O1 (stereo not drawn) | -9% | -3.4% |
| CCC1(C)Cc2c(C#N)c(N)sc(=S)c2CO1 (stereo not drawn) | 6% | 3.8% |
| COc1ccc(S(=O)(=O)N(CCN2CCOCC2)Cc2cc(OC)ccc2OC)cc1 | -6% | -1.3% |
| O=C(Nc1c(F)cccc1F)c1cnc(N2CCN(c3ccccn3)CC2)c2ccccc12 | nt | -0.5% |
| CCOc1ccc(CCNC(=O)C2CCN(c3nn4c(=O)cc(C)nc4s3)CC2)cc1 | -5% | -7.2% |
| O=C(C1Cc2ccccc2CN1S(=O)(=O)c1ccc(F)cc1)N1CCCCCC1 (stereo not drawn) | -3% | 0.1% |
| Cc1ccc(/C=N\N2CCN(c3ccc(Cl)cc3)CC2)cc1 | 0% | 3.9% |
| O=C(c1ccc(C#CC2(O)CCCCC2)cc1)N1CCN(c2cccc(Cl)c2)CC1 | 6% | -5.8% |
| Cc1ccc(-n2nc(C(=O)NCc3ccco3)c3c4ccccc4n(C)c3c2=O)cc1 | 1% | 2.6% |

Entries of single compounds as entered above.
Record of `COc1ccccc1N1CCN(/N=C/c2ccc(Cl)c([N+](=O)[O-])c2)CC1` : Rat MKP-3 inhibitors: 7%; Hsp70 inhibitors: -1.6%
Record of `O=c1[nH]c(O)c(C=Nc2ccccc2C(F)(F)F)c(=O)[nH]1` : Rat MKP-3 inhibitors: 1%; Hsp70 inhibitors: 2.1%
Record of `CC(C)Cn1c2nc3ccccc3nc2c2c(=O)n(CCN3CCOCC3)cnc21` : Rat MKP-3 inhibitors: -5%; Hsp70 inhibitors: -1.7%

Following part
| molecule | Rat MKP-3 inhibitors | Hsp70 inhibitors |
| --- | --- | --- |
| O=C(N/N=C/c1ccc(O)c(O)c1)c1ccc(CSc2cccc3cccnc23)cc1 | nt | 8.0% |
| CC1=C(C(N)=O)C(c2ccccc2)n2nc(-c3cccc(C)c3)nc2N1 (stereo not drawn) | -7% | 1.3% |
| CC(C)(c1ccccc1)c1ccc(OCCCNCCO)cc1 | nt | 4.4% |
| CN1C(=S)SC(N(O)C(=O)NC2CCCCC2)C1(C)C (stereo not drawn) | -3% | -3.1% |
| O=C1NN(c2ccccc2)C(=O)/C1=C/c1cccc(OCc2ccc(F)cc2)c1 | -1% | 0.0% |
| CN(C)CCNc1nc2c(c(=O)[nH]c(=O)n2C)n1CCCc1ccccc1 | -8% | 2.9% |
| Cc1c(C(=O)N2CCC(Cc3ccccc3)CC2)cccc1[N+](=O)[O-] | -2% | 4.6% |
| COc1cccc(-n2c(O)c(C=Nc3ccc4c(c3)OCO4)c(=O)[nH]c2=O)c1 | -2% | 2.0% |
| COc1cc(S(=O)(=O)NC2CCCCC2C)ccc1Cl (stereo not drawn) | -17% | -3.2% |
| O=C1c2ccccc2C(=O)c2c([N+](=O)[O-])ccc(N3CCOCC3)c21 | 2% | 9.7% |
| CC1CCCC(C)N1S(=O)(=O)c1ccc(NC(=O)c2ccccc2C(=O)N2CCOCC2)cc1 (stereo not drawn) | -17% | -1.9% |
| c1ccc(-n2nnnc2-n2cnc3ccccc32)cc1 | -5% | nt |
| c1ccc(-c2nc(N3CCCCCC3)c3ccccc3n2)nc1 | 0% | 0.4% |
| COC(=O)c1ccccc1NC1c2ccccc2C(=O)N1c1cccnc1 (stereo not drawn) | 0% | -2.3% |
| COC(=O)c1ccc(NC(=O)CCN2C(=O)c3cccc4cccc(c34)C2=O)cc1 | 1% | -0.6% |
| Cc1cc2ncn(S(=O)(=O)c3ccc(S(=O)(=O)N4CCCCCC4)cc3)c2cc1C | nt | -1.9% |
| Cc1cc(OCC(=O)NCCN2CCOCC2)cc(C)c1Br | 2% | 0.0% |
| Cn1c(=O)c2c(nc(NCc3ccc4c(c3)OCO4)n2Cc2ccccc2F)n(C)c1=O | 0% | 3.4% |
| CCC(C(=O)Nc1cc(Cl)ccc1Cl)c1ccccc1 (stereo not drawn) | 0% | 3.3% |
| CCCCn1c(SCc2c(C)noc2C)nc2cc(S(N)(=O)=O)ccc21 | 0% | -4.1% |
| CN=C(Nc1cc(Cl)ccc1Cl)SC1CC(=O)N(c2ccc(OC)cc2)C1=O (stereo not drawn) | 0% | -1.9% |
| CCCS(=O)(=O)c1c(S(=O)(=O)CCC)c2cc(-c3ccncc3)ccn2c1C(=O)c1ccc(F)cc1 | 1% | 7.1% |
| Cc1ccc(C(=O)NCCNc2ccc(C(F)(F)F)cc2[N+](=O)[O-])cc1 | -3% | 2.9% |
| CCC(C)N(C(=O)COC(=O)c1cn(CC)c2nc(C)ccc2c1=O)C1CCS(=O)(=O)C1 (stereo not drawn) | -10% | -5.5% |

An excerpt from the list above, as a working copy:
| molecule | Rat MKP-3 inhibitors | Hsp70 inhibitors |
| --- | --- | --- |
| c1ccc(-c2nc(N3CCCCCC3)c3ccccc3n2)nc1 | 0% | 0.4% |
| COC(=O)c1ccccc1NC1c2ccccc2C(=O)N1c1cccnc1 (stereo not drawn) | 0% | -2.3% |

Back to the main list with the 4 entries that preceded the break.
| molecule | Rat MKP-3 inhibitors | Hsp70 inhibitors |
| --- | --- | --- |
| CN=C(Nc1cc(Cl)ccc1Cl)SC1CC(=O)N(c2ccc(OC)cc2)C1=O (stereo not drawn) | 0% | -1.9% |
| CCCS(=O)(=O)c1c(S(=O)(=O)CCC)c2cc(-c3ccncc3)ccn2c1C(=O)c1ccc(F)cc1 | 1% | 7.1% |
| Cc1ccc(C(=O)NCCNc2ccc(C(F)(F)F)cc2[N+](=O)[O-])cc1 | -3% | 2.9% |
| CCC(C)N(C(=O)COC(=O)c1cn(CC)c2nc(C)ccc2c1=O)C1CCS(=O)(=O)C1 (stereo not drawn) | -10% | -5.5% |
| COC(=O)C1=C(C)NC2=C(C(=O)CC(c3ccccc3)C2)C1c1cccc(I)c1 (stereo not drawn) | 2% | -3.9% |
| Cc1ccc(OCC(=O)Nc2ccc(C)c(C)c2)cc1 | 2% | -1.7% |
| Cc1cc(NC(=O)c2ccc(C)c([N+](=O)[O-])c2)no1 | 4% | 1.9% |
| O=C(O)CCCC(=O)Nc1ccccc1 | -9% | -2.2% |
| Cc1cccn2c(NC(=O)c3ccc(Br)cc3)c(-c3ccccc3)nc12 | 0% | 2.5% |
| c1cc(C(c2nnnn2C2CCCC2)N2CCOCC2)ccn1 (stereo not drawn) | -2% | 4.2% |
| Cc1nn(C(=O)N2CCOCC2)c(C)c1C | nt | -0.8% |
| COc1cc(N2CCCC2)c(OC)cc1/C=C(/C#N)c1ccc(Br)cc1 | nt | -106% |
| COc1cc(CNCCO)ccc1OCC(=O)Nc1ccc(Br)cc1 | -11% | 7.8% |
| N#Cc1ccccc1Cn1c(-c2cscn2)nc2ccccc21 | -6% | 2.2% |
| COc1ccc(-c2nc(-c3ccc(F)cc3)no2)cc1OC | 0% | -0.5% |
| CCC(=O)Nc1ccc(C(=O)n2ccc(C)n2)cc1 | -14% | 5.3% |
| COc1cc(NS(=O)(=O)c2ccc(NC(=S)NC(=O)C3CCCC3)cc2)nc(OC)n1 | nt | 4.9% |
| COCCCn1c(SCC(=O)OC2CCCCC2)nnc1-c1ccco1 | 0% | 10% |
| CC1(C)CC(NCc2cc(Br)cc(Br)c2O)CC(C)(C)N1 | -2% | -1.1% |
| CC(C)CNC(=O)CN(c1ccc(F)cc1)S(=O)(=O)c1ccccc1 | -3% | -3.3% |
| CC(C)NS(=O)(=O)c1ccc(NC(=O)C2CCCCC2)cc1 | nt | 3.2% |
| COC(=O)c1[nH]c(C)c(/C(O)=C2\C(=O)C(=O)N(CCN(C)C)C2c2cc(OC)ccc2OC)c1C (stereo not drawn) | -2% | -1.1% |
| COc1ccc(CCNC(=O)c2nnn(CC(=O)Nc3ccccc3)c2N)cc1OC | 5% | -0.7% |
| CCn1c(Cc2cccs2)nnc1SCC(=O)Nc1ccc(OC)c(OC)c1 | -2% | -1.2% |
| CC1(C)CCCN(C(=O)c2coc(=O)c(Br)c2)C1 | nt | 13µM* |
| C/C(CCc1oc2ccccc2c1-c1ccc(C)o1)=N/O | -9% | -7.2% |

An excerpt, so the mix of outcomes need not match the whole.
